TSHR antag: human thyrotropin receptor antagonism. actives 0.2% (n = 330,000). TSHR-expressing cells, TSH-stimulated cAMP HTRF, 2 h; hits give low values. AID 504810. P16473. activity change, negative = inhibition, % at 11.5 µM;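 active means activity change below a set negative limit, meaning inhibition stronger than a set level, cut at about -70% in these data; inconclusive means activity change between two set negative limits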; further: on the % scale 0 is the no-effect control and ±100 the full control effect
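Read-out is FRET at 665 nm (cryptate excitation 337 nm) from a cryptate-tagged anti-cAMP antibody, competed by cell cAMP against cAMP-d2. Compounds are tested on freshly harvested TSHR cells challenged with 4nM TSH (EC80) for 2 hours at 37 deg C.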
GALK inh: blocks human galactokinase activity. P51570. AID 1868. actives 0.007% (n = 270,000). Potency, µM (series often up to 57.5 µM), for the others: at the highest dose activity change, negative = inhibition, actives largely listed as inhibitors. Purified GALK, Kinase-Glo residual ATP luminescence; further: potency means the concentration at half of the fitted maximal effect; on the % scale 0 is the no-effect control and ±100 the full control effect
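Galactose (100 uM) and ATP (35 uM) were turned over by 5 nM GALK for 1 h at RT. Kinase-Glo Plus then converted the remaining ATP into a luminescent signal.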
Mito fusion yeast: mitochondrial division inhibition or fusion activation | S. cerevisiae fusion-defective mutant growth rescue, CellTiterGlo 48 h | actives 0.23% (n = 320,000) | Potency, µM (doses to about 46.1 µM), for inactives: top-dose growth rescue (activation), hits mostly activators;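 further: potency means the concentration at half of the fitted maximal effect; % of control where 0% means no effect; nearly all actives have a fitted effect of over 45% in size; temperature-sensitive fusion mutants such as fzo1-1 at 37 °C on non-fermentable ethanol glycerol medium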
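Temperature-sensitive fusion-defective S. cerevisiae (e.g. fzo1-1, mgm1-5) were grown with compound in YPEG medium (3% ethanol, 3% glycerol) for 48 hours at 37C. Growth rescue was measured as viability by CellTiterGlo luminescence after 10 minutes at ambient.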
Chronic BCR inh: blocks chronic active B-cell receptor signaling | actives 0.05% (n = 340,000) | AID 493014 | ABC-DLBCL IkBa-CBG/CBR reporter, luminescence ratio, 4 h | Potency, µM (series often up to 46.1 µM), inactives show top-dose ratio change, negative = lower green/red ratio, hits mostly inhibitors; active means well fitted inhibition curve with a large enough effect in the signal ratio, with a control signal flat, not every such curve was filed as active; inconclusive means small, poorly fitted or top-dose-only effect, or effect the other way, or a change in a side signal; the % refers to the signal ratio;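 further: potency means the concentration at half of the fitted maximal effect; plate controls were basal doxycycline-induced cells for no effect and cells given 10 µM MG132 for full effect; MG132 reads +100%, hits lower the ratio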
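Concentration-response series (up to 46 uM) were applied to TMD8 dual-reporter cells for 4 h at 37C with doxycycline. Green/red ratio, after filter-overlap correction, defined %Activity; red signal alone was normalised to basal cells and zero luminescence.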
hERG WT inh: inhibitors of human wildtype KCNH2 potassium channel | U2OS, BacMam KCNH2, thallium flux FluxOr; hits give low values | actives 0.37% (n = 340,000) | activity change, % at 1.84 µM | AID 720551 | Q12809;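 active means maximum activity change below -70%; inconclusive means maximum activity change between -70% and -50%; inactive means maximum activity change above -50%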; further: on the % scale 0 is the no-effect control and ±100 the full control effect
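U2OS cells were transduced with wild-type KCNH2 virus (2.03 x 10^8 / mL) for 4 h at room temperature, then cultured overnight at 37 C. Thallium flux was read with FluxOr dye. Rate constants were normalized to DMSO controls.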
USP2a inh: inhibitors of human ubiquitin-specific protease USP2a | O75604 | USP2 core, Ub-CHOP2 coupled fluorogenic reporter, 485/531 | Potency, µM (doses to about 38.3 µM), for the others: at the top dose activity change, negative = inhibition, most hits filed as inhibitors | actives 0.01% (n = 330,000) | AID 463254;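 further: potency means the concentration at half of the fitted maximal effect; plate controls were DMSO wells for no effect and full inhibition by NEM control for full effect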
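Cell-free coupled assay: 10nM USP2 core preincubated 30min RT with compound in Tris-HCl pH 8.0/CaCl2/CHAPS buffer, then 25nM Ub-CHOP2 and 25nM reporter substrate; fluorescence (Ex 485/Em 531) read after 60min RT, normalized to NEM inhibition, concentration-response curves fitted.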
MBNL1 CUG block: inhibitors of human MBNL1 binding to CUG repeat RNA. TR-FRET MBNL1-His/biotin-(CUG)12 binding, 665/545 ratio. Q9NR56. actives 0.036% (n = 280,000). Potency, µM (highest dose often 57.5 µM), inactives show at the highest dose activity change, negative = inhibition, usual class: inhibitors; active means well fitted inhibition curve with a large enough effect in the signal ratio, with a control signal flat, not every such curve was filed as active; inconclusive means small, poorly fitted or top-dose-only effect, or effect the other way, or a change in a side signal; inactive means no such curve, though single readings can be large or run the other way; the % refers to the signal ratio; further: potency means the concentration at half of the fitted maximal effect; on the % scale 0 is the no-effect control and ±100 the full control effect
Target sequence (Q9NR56 whole entry, looked up): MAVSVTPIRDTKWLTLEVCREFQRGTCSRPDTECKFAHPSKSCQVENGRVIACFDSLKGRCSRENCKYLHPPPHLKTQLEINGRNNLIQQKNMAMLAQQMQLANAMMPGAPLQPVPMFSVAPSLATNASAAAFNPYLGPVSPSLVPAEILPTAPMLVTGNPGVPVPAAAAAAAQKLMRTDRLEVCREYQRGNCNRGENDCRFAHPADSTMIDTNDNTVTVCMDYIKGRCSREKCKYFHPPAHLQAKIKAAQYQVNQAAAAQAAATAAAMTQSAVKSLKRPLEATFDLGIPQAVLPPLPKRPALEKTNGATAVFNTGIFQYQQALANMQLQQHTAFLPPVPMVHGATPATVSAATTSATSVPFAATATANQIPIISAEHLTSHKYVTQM
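TR-FRET readout: Ex 340 nm, 665/545 nm emission ratio, normalized to buffer-only (basal) and MBNL1-(CUG)12 controls. Complex of MBNL1-His with Biotin-(CUG)12, compounds 92 nM–58 uM, incubated 60 min at room temperature.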
PKM2 act: PKM2 (human) enzyme activation; actives 0.34% (n = 260,000); AID 1631; P14618; Potency, µM (doses to about 57.5 µM), inactives show top-dose activation, usual class: activators; purified PKM2, Kinase-Glo ATP luminescence, activation; response scale: 0% is enzyme alone, no compound; further: potency means the concentration at half of the fitted maximal effect; on the % scale 0 is the no-effect control and ±100 the full control effect; nearly all actives have a fitted effect of over 55% in size
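Purified hPK-M2 (>95% pure) converted ADP (0.1 mM final) to ATP with 0.5 mM PEP in 50 mM imidazole pH7.2, KCl, MgCl2, Tween 20, BSA; 1 h at room temperature. ATP detected by Kinase-Glo luminescence.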
S-ASM inh: inhibitors of human secretory acid sphingomyelinase; Potency, µM (titrated, usually from 57.5 µM), without a hit: at the top dose activity change, negative = inhibition, actives largely listed as inhibitors; AID 504937; placental ASM, HMU-PC fluorogenic substrate, 60 min; P17405; actives 0.006% (n = 340,000); further: potency means the concentration at half of the fitted maximal effect
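Human placenta-derived ASM enzyme was preincubated with compound for 10 minutes at room temperature, then given fluorogenic substrate HMU-PC0 (9 uM final) for 60 minutes at 37 °C; a pH 10 stop preceded fluorescence reading at Ex 386/Em 447 nm.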
Menin-MLL TR inh: inhibitors of human menin-MLL interaction, mutant MLL peptide; actives 0.23% (n = 270,000); Menin + Texas Red MLL mutant peptide, fluorescence polarization; O00255; Potency, µM (highest dose often 61.6 µM), without a hit: top-dose FP activity change, negative = inhibition, actives largely listed as inhibitors; active means well fitted inhibition curve with a large enough effect in the polarisation, with a control signal flat, not every such curve was filed as active; inconclusive means small, poorly fitted or top-dose-only effect, or effect the other way, or a change in a side signal; inactive means no such curve, though single readings can be large or run the other way; the % refers to the polarisation; further: potency means the concentration at half of the fitted maximal effect; % of control where 0% means no effect; many of its hits are not listed in these tables
Eya2 phos inh: inhibitors of human Eya2 phosphatase activity | recombinant Eya2, OMFP fluorescence dephosphorylation (OMFP is methylfluorescein phosphate) | actives 0.006% (n = 330,000) | Potency, µM (doses to about 76.9 µM), inactives show top-dose activity, negative = inhibition, actives largely listed as inhibitors; further: potency means the concentration at half of the fitted maximal effect; on the % scale 0 is the no-effect control and ±100 the full control effect
Target sequence (O00167 whole entry, looked up): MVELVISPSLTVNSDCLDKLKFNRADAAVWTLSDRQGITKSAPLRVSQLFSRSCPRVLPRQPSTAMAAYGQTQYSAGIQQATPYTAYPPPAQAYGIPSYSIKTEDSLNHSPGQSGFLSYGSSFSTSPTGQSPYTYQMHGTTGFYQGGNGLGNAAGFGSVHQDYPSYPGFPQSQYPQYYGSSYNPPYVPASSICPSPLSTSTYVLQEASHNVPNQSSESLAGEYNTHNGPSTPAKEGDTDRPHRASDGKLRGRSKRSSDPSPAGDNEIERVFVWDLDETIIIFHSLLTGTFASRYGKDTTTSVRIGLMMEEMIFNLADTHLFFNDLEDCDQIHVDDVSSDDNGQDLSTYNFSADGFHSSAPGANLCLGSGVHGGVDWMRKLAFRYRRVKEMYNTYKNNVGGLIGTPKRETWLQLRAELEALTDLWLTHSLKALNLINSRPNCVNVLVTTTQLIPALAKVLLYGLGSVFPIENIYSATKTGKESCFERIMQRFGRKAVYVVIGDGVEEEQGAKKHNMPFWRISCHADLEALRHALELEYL
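Eya2 protein (added as 0.2 uM solution) was preincubated with compound for 10 min at ambient temperature in 50 mM HEPES pH 7.5, 50 mM NaCl, 5 uM MgCl2, 0.05% BSA, 1 mM DTT. OMFP (added at 50 uM) then reacted 10 min; fluorescence read at 485/525 nm.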
The depositor's hits bear a star; u = inconclusive; x = no result given; [ ] = dose if it differs, or a comment. Unless noted, the call rests on the fitted dose curve; in most records, active means well fitted curve in the direction sought with a large enough effect; inconclusive means small, poorly fitted or top-dose-only effect, or another doubt; inactive means no such curve, though single readings can be large; an effect the other way counts as inactive or inconclusive. These rows are one share of the data; count on the stated rates, not on these rows.

item | SMILES | TSHR antag | GALK inh | Mito fusion yeast | Chronic BCR inh | hERG WT inh | USP2a inh
1 | CN(C)S(=O)(=O)c1ccc(C(=O)Nc2ccc(F)cc2F)cc1 | -2 | 0% | 2% | u | 8 | 0%
2 | C/C(=N\NC(=O)COc1ccc(C#N)cc1)c1ccccc1OC(F)F | -7 | -2% | 3% | -17% | 4 | 2%
3 | Cc1ccc(S(=O)(=O)N2CCCC(N3CCOCC3)C2)cc1Cl (stereo not drawn) | 6 | 1% | -4% | 4% | -4 | 0%
4 | O=C(Nc1nccs1)c1cc2c(s1)-c1ccccc1OC2 | -15 | 2% | 4% | u | 1 | 1%
5 | O=C(COC(=O)c1ccc(Cl)c(S(=O)(=O)N2CCCCCC2)c1)Nc1ccccc1 | 13 | -2% | 16% | u | 3 | -16%
6 | COCCNC(=O)CN(c1ccc(F)cc1)S(=O)(=O)c1ccc2c(c1)OCCO2 | 40 | -1% | 2% | 2% | 5 | 2%
7 | O=c1cc(N2CCc3ccccc32)[nH]c(=O)n1-c1ccccc1 | 4 | -2% | -1% | u | 1 | 3%
8 | O=C(c1ccc(N2CCCC2=O)cc1)N1CCN(c2cccc(C(F)(F)F)c2)CC1 | -5 | x | -8% | -1% | 34 | -1%
9 | CCCCN(C(=O)CCn1c(=O)oc2ccccc21)c1ccccc1 | -5 | 2% | 1% | 7% | -6 | 1%
10 | CCCCOc1ccc(C(=O)N2CCN(CC(=O)Nc3ccc(C)cc3)CC2)cc1OC | -6 | 6% | 13% | u | 10 | 1%
11 | O=C(O)c1cccnc1Oc1ccccc1 | 4 | 2% | -5% | 1% | -10 | 1%
12 | Cc1cc(Br)cn2cc(C(=O)O)nc12 | 8 | 4% | -1% | 0% | -7 | 0%

item | MBNL1 CUG block | PKM2 act | S-ASM inh | Menin-MLL TR inh | Eya2 phos inh
1 | 2% | -3% | 1% | 1% | 8%
2 | -4% | -1% | 3% | -5% | 3%
3 | 2% | 4% | 0% | -15% | 14%
4 | 2% | -8% | x | u | -7%
5 | -21% | -20% | -8% | 14% | 0%
6 | -3% | 1% | 5% | 0% | 5%
7 | 1% | 11% | 0% | -22% | -17%
8 | x | x | -3% | x | 15%
9 | -5% | x | 3% | -16% | -1%
10 | -24% | -2% | -1% | u | -1%
11 | 7% | 1% | 4% | 9% | 4%
12 | x | 2% | 6% | -9% | 21%

Next structures
item | SMILES | TSHR antag | GALK inh | Mito fusion yeast | Chronic BCR inh | hERG WT inh | USP2a inh
13 | COc1ccc(OCC(=O)Nn2c(-c3cccc(OC)c3)nc3ccccc3c2=O)cc1 | 14 | 1% | -5% | -1% | -2 | 1%
14 | Cc1ccn2c(=O)nc(SCC(=O)NCc3ccco3)nc2c1 | x | x | 8% | 0% | -4 | 2%
15 | O=C(COC(=O)c1ccc(Cl)nc1)NCCNC(=O)COC(=O)c1ccc(Cl)nc1 | -4 | x | -5% | -3% | 16 | 2%
16 | COc1ccc(-c2c(C)n([O-])c(C)c(C)[n+]2=O)cc1 | 2 | 1% | -1% | u | 2 | 0%
17 | COc1cccc(N2CCN(C(=O)CCc3nnc4ccc(N5CCCC5)nn34)CC2)c1 | 14 | -3% | 0% | 10% | 2 | 1%
18 | COc1ccc(Oc2cnn(-c3ccccc3)c(=O)c2Br)cc1 | -9 | 2% | 6% | -10% | -4 | 1%
19 | O=C(Nc1cccc(F)c1)C1CCCN1C(=O)OCc1ccccc1 (stereo not drawn) | 19 | 4% | 11% | -2% | 5 | -1%
20 | CCOC(=O)C1(Cc2cccc(Cl)c2)CCCN(C(=O)CN2C(=O)CSC2=O)C1 (stereo not drawn) | -11 | -3% | 1% | 0% | 0 | -1%
21 | CCOC(=O)N1CCC(n2c(SCC(=O)NCCc3ccc(S(N)(=O)=O)cc3)nc3ccccc3c2=O)CC1 | -6 | 5% | 4% | u | -3 | -1%
22 | CC(C)(O)C#Cc1ccc(C(=O)Nc2ccc3c(c2)OCO3)s1 | 22 | 6% | 13% | -4% | -11 | 2%
23 | COc1ccc(NC(=O)COC(=O)c2cnccn2)cc1Cl | 1 | 0% | -2% | -7% | -7 | 2%
24 | CC1=NNC(=O)/C1=C\c1cn(-c2ccccc2)nc1-c1ccc(F)cc1 | -5 | -11% | -2% | u | 11 | 4%

item | MBNL1 CUG block | PKM2 act | S-ASM inh | Menin-MLL TR inh | Eya2 phos inh
13 | -7% | 0% | 2% | 2% | 0%
14 | x | x | -3% | x | 4%
15 | x | x | 5% | x | -4%
16 | 9% | -1% | 3% | 5% | 7%
17 | 9% | x | -2% | -2% | 4%
18 | 162%[activator] | -6% | 0% | -27% | 0%
19 | -4% | -2%[0.46 µM] | 3% | 28% | 9%
20 | -5% | -3% | -1% | -12% | 0%
21 | 5% | 1% | 2% | -5% | 2%
22 | 18% | 0% | 6% | u | 2%
23 | 1% | -2% | 4% | 12% | 8%
24 | -1% | 22% | -2% | 14% | -15%

Complete entries, looked up by structure. Order of values: TSHR antag, GALK inh, Mito fusion yeast, Chronic BCR inh, hERG WT inh, USP2a inh, MBNL1 CUG block, PKM2 act, S-ASM inh, Menin-MLL TR inh, Eya2 phos inh
`CC(C)(O)C#Cc1ccc(C(=O)Nc2ccc3c(c2)OCO3)s1` across the screens: 22, 6%, 13%, -4%, -11, 2%, 18%, 0%, 6%, u, 2%
`CCOC(=O)N1CCC(n2c(SCC(=O)NCCc3ccc(S(N)(=O)=O)cc3)nc3ccccc3c2=O)CC1` across the screens: -6, 5%, 4%, u, -3, -1%, 5%, 1%, 2%, -5%, 2%
`COc1ccc(NC(=O)COC(=O)c2cnccn2)cc1Cl` across the screens: 1, 0%, -2%, -7%, -7, 2%, 1%, -2%, 4%, 12%, 8%
`O=C(Nc1cccc(F)c1)C1CCCN1C(=O)OCc1ccccc1` (stereo not drawn) across the screens: 19, 4%, 11%, -2%, 5, -1%, -4%, -2%[0.46 µM], 3%, 28%, 9%
`CC1=NNC(=O)/C1=C\c1cn(-c2ccccc2)nc1-c1ccc(F)cc1` across the screens: -5, -11%, -2%, u, 11, 4%, -1%, 22%, -2%, 14%, -15%

Later entries.
item | SMILES | TSHR antag | GALK inh | Mito fusion yeast | Chronic BCR inh | hERG WT inh | USP2a inh
25 | O=C(NCCc1ccccc1)C1CCN(S(=O)(=O)c2ccc(Br)s2)CC1 | 12 | x | -13% | u | 2 | 0%
26 | CC(C)(C)NC(=O)C1CCC(CNc2c(N3CCCCC3)c(=O)c2=O)CC1 (stereo not drawn) | 8 | 3% | -3% | 0% | -7 | 2%
27 | c1ccc(-c2csc3ncnc(NCC4COc5ccccc5O4)c23)cc1 (stereo not drawn) | -46 | 0% | u | u | -14 | 3%
28 | Cc1ccc(OCCNCc2ccccc2)c(C)c1 | 23 | 0% | -2% | u | -2 | -1%
29 | CC(C)(C)OC(=O)N[C@H]1C=C[C@H](OC(=O)CC(=O)OCC(F)(F)F)C1 | -7 | x | x | 1% | 1 | 0%
30 | Cc1cc(C)cc(NC(=O)c2ccc3nc[nH]c3c2)c1 | -3 | 2% | -2% | u | x | -1%
31 | O=C(CSc1nnnn1-c1ccc2c(c1)OCO2)NCc1cccs1 | 7 | 1% | 12% | 5% | 1 | 0%
32 | COc1cccc(NC(=O)CSc2nc(=O)n(Cc3ccncc3)c3c2CCCC3)c1 | -11 | x | 1% | u | -3 | 2%

item | MBNL1 CUG block | PKM2 act | S-ASM inh | Menin-MLL TR inh | Eya2 phos inh
25 | 1% | 6% | -2% | 11% | -3%
26 | 6% | u | 4% | x | 2%
27 | 9% | -4% | -15% | -11% | -1%
28 | -14% | 0% | -4% | -24% | -12%
29 | x | x | 6% | x | -10%
30 | -18% | -7% | 3% | 15% | 1%
31 | -3% | -25% | -3% | -2% | -2%
32 | x | x | -2% | x | -16%
